Bcl-B Bim block: inhibitors of Bim-Bcl-B binding, primary screen, biochemical, multiplexed, human Bcl-2 family. Bcl-2-like protein 10 (Homo sapiens), Q9HD36. bead-based flow cytometry, Bim peptide-Bcl-B binding. inhibition, % at 10 µM. 190,000 compounds, 0.073% hits. AID 951, 2007;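 note: 0% = tracer peptide without compound and 100% = reference inhibitor peptide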
Bfl-1 Bim block: inhibitors of Bim binding to Bfl-1, primary screen, biochemical, multiplexed, bead-based flow cytometry; Bcl-2-related protein A1 (Homo sapiens), Q16548; Bim-Bfl-1 binding inhibition; inhibition, % at 10 µM; 190,000 compounds, 0.12% hits;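 note: 0% = wells without compound plus tracer and 100% = blocker peptide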
RGS4-Gao reg: modulators of RGS4 binding to Galphao, primary screen, biochemical, multiplexed bead flow cytometry; Guanine nucleotide-binding protein G(o) subunit alpha (Homo sapiens), P09471; actives lie on both sides; binding response (% of control), % at 10 µM; 220,000 compounds, 0.33% hits; in the data active = binding response below about 49% or above about 150%; inactive = in between;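 note: fluorescent Galphao activated with aluminum fluoride binding bead-coupled RGS4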
RGS7-Gao reg: RGS7-Galphao binding modulators, primary screen, biochemical, multiplexed bead flow cytometry. Guanine nucleotide-binding protein G(o) subunit alpha (Homo sapiens), P09471. actives lie on both sides. binding response (% of control), % at 10 µM. 220,000 compounds, 0.35% hits. AID 1439, 2008; in the data active = binding response below about 49% or above about 150%; inconclusive = no clear call, values can overlap the other calls; inactive = in between;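 note: fluorescent Galphao held in activated GDP-AlF4 state binding bead-coupled RGS7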
RGS8-Gao: RGS8-Galphao binding modulators, primary screen, biochemical, multiplexed bead flow cytometry | actives lie on both sides | response (percent of control binding), % at 10 µM | 220,000 compounds, 0.34% hits; in the data active = response below about 60% or above about 140%; inactive = in between;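 note: Galphao activated as the GDP aluminium fluoride complex binding bead-coupled RGS8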
ABCB1 block: ABCB1 efflux pump inhibitors, primary screen, cell-based, multiplex, flow cytometry, ABCG2 counter-screen; 190,000 compounds, 0.067% hits; ATP-dependent translocase ABCB1 (Homo sapiens), P08183; CCRF-Adr cells, JC-1 efflux; inhibition, % at 6.6 µM; in the data active = inhibition above about 40%;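 note: 0% = vehicle and 100% = reference inhibitor; higher value means more JC-1 retained so stronger ABCB1 efflux block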
Bim-Bcl-2: inhibitors of Bim-Bcl-2 binding, primary screen, biochemical, multiplexed, human Bcl-2 family | 190,000 compounds, 0.06% hits | inhibition, % at 10 µM | Apoptosis regulator Bcl-2 (Homo sapiens), P10415 | Bead-based flow cytometry, Bim peptide-Bcl-2 binding; in the data active = inhibition above about 40%; inconclusive = no clear call, values can overlap the other calls;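 note: 0% = no compound wells with probe peptide and 100% = reference peptide inhibitor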
Target sequence (P10415 whole entry, looked up): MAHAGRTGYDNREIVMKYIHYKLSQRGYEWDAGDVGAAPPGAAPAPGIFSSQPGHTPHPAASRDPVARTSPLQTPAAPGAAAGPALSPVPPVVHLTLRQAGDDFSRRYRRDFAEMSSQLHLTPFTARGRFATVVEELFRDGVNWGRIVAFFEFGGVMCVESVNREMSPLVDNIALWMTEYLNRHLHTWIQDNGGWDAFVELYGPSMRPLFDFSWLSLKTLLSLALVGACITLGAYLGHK
Bcl-W Bim block: inhibitors of Bim binding to Bcl-W, primary screen, biochemical, multiplexed, bead-based flow cytometry. Bcl-2-like protein 2 (Homo sapiens), Q92843. Bim peptide-Bcl-W binding. inhibition, % at 10 µM. 190,000 compounds, 0.02% hits. AID 952, 2007;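 note: 0% = bound tracer without compound and 100% = peptide blocker; higher means less fluorescent Bim peptide bound to Bcl-W beads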
Target sequence (Q92843 whole entry, looked up): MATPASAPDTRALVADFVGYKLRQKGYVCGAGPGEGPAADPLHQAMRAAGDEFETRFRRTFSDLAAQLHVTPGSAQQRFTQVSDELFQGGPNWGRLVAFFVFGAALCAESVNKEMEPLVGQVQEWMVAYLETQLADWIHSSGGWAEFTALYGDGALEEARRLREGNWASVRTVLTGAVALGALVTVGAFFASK
ABCG2 block: ABCG2 efflux pump inhibitors, primary screen, multiplex with ABCB1, IgMXP3 cells, flow cytometry. Broad substrate specificity ATP-binding cassette transporter ABCG2 (Homo sapiens), Q9UNQ0. JC-1 efflux. inhibition, % at 6.6 µM. 190,000 compounds, 0.1% hits;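 active = inhibition above 80%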;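 note: 0% = DMSO and 100% = nicardipine control wells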
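test system = two drug-resistant human cell lines, ABCG2 and ABCB1 | amount = 3 million cells/mL final, two lines in 1:1 ratio | reagent = JC-1 transporter substrate | doses = one concentration, 6.6 µM final | incubation = 10 min at 25 °C | signal = flow cytometric JC-1 green MFI at 530 nm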
Bim-Mcl-1: inhibitors of Bim peptide binding to Mcl-1, primary screen, biochemical, bead-based flow cytometry, multiplex; Bim peptide-Mcl-1 binding; inhibition, % at 10 µM; 190,000 compounds, 0.1% hits;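 note: 0% = no compound tracer wells and 100% = peptide blocker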
Target sequence (Q07820 whole entry, looked up): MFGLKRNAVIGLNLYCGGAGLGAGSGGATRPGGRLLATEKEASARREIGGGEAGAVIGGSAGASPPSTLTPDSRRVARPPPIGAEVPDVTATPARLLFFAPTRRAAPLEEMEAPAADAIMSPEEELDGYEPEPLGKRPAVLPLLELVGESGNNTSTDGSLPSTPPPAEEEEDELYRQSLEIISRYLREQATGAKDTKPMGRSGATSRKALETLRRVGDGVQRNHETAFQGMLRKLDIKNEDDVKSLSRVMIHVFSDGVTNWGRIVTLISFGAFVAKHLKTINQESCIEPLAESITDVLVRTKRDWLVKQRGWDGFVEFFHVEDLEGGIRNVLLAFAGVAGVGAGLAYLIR
Bcl-XL Bim block: inhibitors of Bim-Bcl-XL binding, primary screen, biochemical, multiplexed, bead flow cytometry, human Bcl-XL; Bcl-2-like protein 1 (Homo sapiens), Q07817; Bim peptide-Bcl-XL binding, fluorescence; inhibition, % at 10 µM; 190,000 compounds, 0.04% hits
Target sequence (Q07817 whole entry, looked up): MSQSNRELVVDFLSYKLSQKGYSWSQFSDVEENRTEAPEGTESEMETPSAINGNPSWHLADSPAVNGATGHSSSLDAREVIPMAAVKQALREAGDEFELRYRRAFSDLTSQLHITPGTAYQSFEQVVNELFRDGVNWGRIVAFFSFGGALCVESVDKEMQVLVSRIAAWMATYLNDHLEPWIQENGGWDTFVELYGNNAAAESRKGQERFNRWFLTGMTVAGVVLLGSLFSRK
Starred values were filed as active, the others as inactive; ? = inconclusive; · = no result given. Cut-off read from the data, not from the text of the source, unless noted: active = inhibition above about 40%.

SMILES | Bcl-B Bim block | Bfl-1 Bim block | RGS4-Gao reg | RGS7-Gao reg | RGS8-Gao | ABCB1 block | Bim-Bcl-2 | Bcl-W Bim block | ABCG2 block | Bim-Mcl-1 | Bcl-XL Bim block
C=CCSc1nnc(-c2nnc(SCC=C)n2-c2ccccc2)n1-c1ccccc1 | -4 | -1 | 99 | 97 | 102 | 0.5 | -2 | -3 | 0 | -2 | -3
COc1ccccc1NC(=O)N(CCN1CCOCC1)Cc1cc2cc(C)cc(C)c2[nH]c1=O | -1 | -1 | 102 | 94 | 100 | 1.1 | 0 | 0 | 8 | -1 | 0
O=C(CCSCc1ccc(Cl)cc1)NCc1ccco1 | -1 | -6 | 103 | 101 | 100 | 0.0 | -2 | 0 | 3 | -1 | -1
CNc1ccccc1-c1nc2ccccc2n(C)c1=O | -9 | -10 | 96 | 97 | 100 | 0.1 | -9 | 3 | 3 | 1 | -4
CSCc1cc(N2CCOCC2)nc(-c2ccccc2)n1 | -10 | -9 | 108 | 111 | 113 | 0.1 | -9 | -3 | 4 | -4 | -3
O=C(CSc1ncn(-c2ccccc2)n1)c1cccs1 | -3 | 0 | 101 | 102 | 102 | 0.5 | 0 | -1 | 1 | -1 | -6
COc1ccccc1/C=N/NC(=O)c1ccc(Br)cc1 | -3 | -7 | 90 | 102 | 96 | -2.5 | -4 | -2 | 18 | -2 | -3
CCN1C(=O)[C@H]2[C@H]3[C@H](O)[C@H](O)C/C(=N\OC[C@@H](C)[C@H](OCc4ccccc4)C(C)C)[C@@H]3CC[C@H]2C1=O | -1 | 1 | 101 | 100 | 107 | 2.5 | 0 | 1 | 11 | -2 | 0
Clc1ccc(OCc2cn3ccccc3n2)c2ncccc12 | -3 | -3 | 102 | 96 | 102 | 1.3 | -2 | -8 | 8 | -5 | 0
CCN(CC)CCn1nc(C)nc1-c1ccccc1O | -8 | -3 | 98 | 101 | 99 | -0.1 | -7 | 1 | 0 | -7 | 1
O=C(N/N=C/c1cc2c(cc1Br)OCO2)c1cccnc1 | -1 | -1 | 105 | 106 | 102 | 0.3 | 0 | -3 | 3 | 0 | -3
CCN(CC)C(=O)CSc1nc2cc3c(cc2c(=O)n1Cc1ccc2c(c1)OCO2)OCO3 | -6 | -8 | 91 | 94 | 98 | 20 | -8 | 0 | 26 | 0 | -1

6 of the compounds above, with values under each structure.
The line under a structure holds: Bcl-B Bim block	Bfl-1 Bim block	RGS4-Gao reg	RGS7-Gao reg	RGS8-Gao	ABCB1 block	Bim-Bcl-2	Bcl-W Bim block	ABCG2 block	Bim-Mcl-1	Bcl-XL Bim block
C=CCSc1nnc(-c2nnc(SCC=C)n2-c2ccccc2)n1-c1ccccc1
→ -4	-1	99	97	102	0.5	-2	-3	0	-2	-3
CNc1ccccc1-c1nc2ccccc2n(C)c1=O
→ -9	-10	96	97	100	0.1	-9	3	3	1	-4
CCN(CC)C(=O)CSc1nc2cc3c(cc2c(=O)n1Cc1ccc2c(c1)OCO2)OCO3
→ -6	-8	91	94	98	20	-8	0	26	0	-1
CSCc1cc(N2CCOCC2)nc(-c2ccccc2)n1
→ -10	-9	108	111	113	0.1	-9	-3	4	-4	-3
O=C(N/N=C/c1cc2c(cc1Br)OCO2)c1cccnc1
→ -1	-1	105	106	102	0.3	0	-3	3	0	-3
O=C(CSc1ncn(-c2ccccc2)n1)c1cccs1
→ -3	0	101	102	102	0.5	0	-1	1	-1	-6

The listing continues:
SMILES | Bcl-B Bim block | Bfl-1 Bim block | RGS4-Gao reg | RGS7-Gao reg | RGS8-Gao | ABCB1 block | Bim-Bcl-2 | Bcl-W Bim block | ABCG2 block | Bim-Mcl-1 | Bcl-XL Bim block
CCOC(=O)c1ccc(CNC(=O)c2cc(C(C)(C)C)oc2C)o1 | 0 | -1 | 101 | 97 | 102 | 0.0 | -3 | -1 | 1 | -2 | 0
COC(=O)c1ccc(COc2ccc(C=O)cc2OC)o1 | -6 | -9 | 104 | 101 | 103 | 0.5 | -2 | 0 | 7 | 0 | 0
COc1cccc(Cn2c(N)c(C#N)c3nc4ccccc4nc32)c1OC | -7 | -8 | 100 | 102 | 104 | · | -3 | 1 | · | 1 | -1
COc1ccc(C(=O)N/N=C/c2ccc(OC)c(CN3CCCc4ccccc43)c2)cc1 | -6 | 2 | 92 | 95 | 98 | -0.9 | 0 | -3 | -2 | -3 | -10
CCOC(=O)c1ccc(NC(=S)N2CCSC2c2ccc(Cl)cc2)cc1 (stereo unspecified) | 1 | 0 | 95 | 92 | 84 | -1.0 | 0 | 2 | 34 | -4 | 0
CC(C)Cc1nc(SCC(=O)NCc2ccccc2)n[nH]1 | -10 | -12 | 96 | 94 | 97 | 0.4 | -10 | -2 | 4 | -1 | -5
Cc1c2c(nc3nc4ccccc4n13)CCCC2=O | 2 | 0 | 85 | 92 | 95 | 0.7 | 2 | 3 | 3 | 1 | 2
COc1cc2c(cc1OC)C(c1cc3ccccc3oc1=O)=NC(C)(C)C2 | 4 | 4 | 116 | 115 | 109 | 0.1 | 13 | 8 | -2 | 17 | 2
CCOC(=O)N1CCN(c2nc(=S)n(-c3ccccc3)c(C)c2C(C)=O)CC1 | -7 | -9 | 89 | 91 | 103 | 0.0 | -2 | -3 | 0 | 0 | -10
Cc1nn(CC2CC2)c(=O)n1-c1ccc(F)cc1 | -4 | -2 | 97 | ? | 99 | 1.1 | 3 | 1 | 2 | 3 | 0
Cc1ccccc1-c1nc(-c2ccccn2)no1 | -7 | -6 | 96 | ? | 102 | 1.5 | -4 | -1 | 18 | -2 | -2
Cc1cccc(OCCC(=O)NCC(c2ccco2)N2CCCCC2)c1 (stereo unspecified) | -9 | -13 | 100 | 100 | 100 | 0.2 | -8 | 0 | 2 | -2 | -6
Nc1ccccc1SCc1cc([N+](=O)[O-])cc2c1OCOC2 | -1 | -5 | 94 | 95 | 97 | -0.2 | -3 | 1 | 0 | 0 | -1
O=C(COc1ccc(Br)cc1CNCCCN1CCOCC1)Nc1ccccc1 | -7 | -5 | 103 | 105 | 106 | -0.1 | -6 | -5 | 2 | -7 | -10
CCOC(=O)c1oc2cc(O)cc(C)c2c(=O)c1-c1cscn1 | -5 | -11 | 101 | 101 | 104 | 0.3 | -7 | 1 | 2 | -3 | -17
COc1ccccc1Oc1ccc(S(=O)(=O)NCc2ccccn2)cc1 | -12 | -10 | 66 | 66 | 84 | -0.1 | -3 | 0 | -1 | -1 | 10
CCCCOc1cccc(/C=N/NC(=O)c2csc(C)c2C)c1 | -9 | -19 | 100 | 101 | 102 | 0.3 | -10 | -5 | 13 | -7 | -11
COCC(=O)N(CCc1ccc(OC)c(OC)c1)Cc1nc2ccccc2c(=O)[nH]1 | -3 | 0 | 101 | 101 | 102 | -0.3 | -1 | 0 | 0 | -1 | -1
C=CCn1c(C(CC(C)C)CC(C)O)n[nH]c1=S (stereo unspecified) | -27 | 16 | 101 | 108 | 94 | 0.5 | -2 | -3 | 2 | -12 | -12
CCCCOc1ccc(-c2nnn(CC(=O)Nc3ncc(CC(=O)OCC)s3)n2)cc1 | -6 | -10 | 101 | 104 | 104 | 0.2 | -9 | -1 | 2 | 1 | -6
CCOC(=O)C1(CC2CCCCO2)CCN(C(=O)Nc2ccc3c(c2)OCO3)CC1 (stereo unspecified) | -1 | 0 | 104 | 99 | 103 | 1.3 | -4 | 0 | 9 | -4 | 0
COc1ccc(CNC(=O)CN2CCN(C(c3ccccc3)c3ccccc3)CC2)cc1 | -2 | -6 | 105 | 103 | 101 | 1.6 | 0 | -3 | 1 | -4 | -3
Cc1ccc2oc(-c3cccc(NC(=O)c4ccc(Br)o4)c3C)nc2c1 | -6 | -10 | 100 | 98 | 102 | 0.7 | -8 | 4 | 3 | 0 | -15
COCCNC(=O)CSc1nnc2c(Cl)cc(Cl)cn12 | 0 | 0 | 102 | 102 | 105 | 0.6 | -1 | 0 | 2 | -4 | 1
CC(C)(C)c1ccc(S(=O)(=O)N2CC(=O)Nc3ccccc32)cc1 | -12 | -13 | 111 | 115 | 110 | 0.2 | -11 | -1 | 0 | -4 | -4
COC(=O)c1cc(Cl)c(NS(=O)(=O)c2ccccc2)cc1OC | -4 | -6 | 99 | 102 | 102 | 0.4 | -3 | -2 | 3 | -1 | -2
COc1ccccc1CNC(=O)CCCOc1cc(=O)n(C)c2ccccc12 | -5 | -17 | 99 | 97 | 102 | 1.6 | -9 | 2 | 55 | -1 | -4
CCOC(=O)c1[nH]c2ccc(OC)cc2c1NC(=O)N1CCOCC1 | -1 | -1 | 106 | 106 | 107 | 0.3 | 0 | -2 | 4 | -3 | -1
CN(C)C(=O)CN1CCN(C(=O)CCl)CC1 | 1 | -1 | 97 | 94 | 98 | 0.7 | 0 | -1 | 1 | 0 | -3
O=C(CCN1C(=O)/C(=C/C=C/c2ccccc2)SC1=S)Nc1nc2ccccc2s1 | -34 | 7 | 107 | 111 | 100 | -5.7 | 10 | 3 | -19 | 6 | 9
O=C(Nc1nnc(C2CC2)s1)c1cc(S(=O)(=O)N2CCN(c3ccccc3)CC2)ccc1Cl | 7 | -3 | 98 | 101 | 100 | 0.2 | -6 | -4 | 0 | -4 | -6
O=C(c1cc(=O)[nH]c2ccccc12)N1CCN(c2cccc(C(F)(F)F)c2)CC1 | -5 | -11 | 102 | ? | 104 | 0.9 | -7 | -4 | 10 | -3 | -5
CN(C)S(=O)(=O)c1cccc(C(=O)N2CCc3ccccc32)c1 | -6 | 0 | 98 | 98 | 99 | 0.5 | -2 | -7 | 1 | -5 | -3
CC1(C)Cc2c(sc(NC(=O)COc3ccccc3)c2C#N)C(C)(C)N1 | -3 | -4 | 70 | 64 | 97 | 0.6 | 0 | -1 | 4 | 0 | 0
O=S(=O)(NC1CCCC1)c1cccc(S(=O)(=O)N2CCC(n3nnc4ccccc43)CC2)c1 | -2 | -4 | 100 | 100 | 101 | 1.3 | -7 | -3 | 1 | -2 | -3
O=C1OCc2cccc([N+](=O)[O-])c21 | -5 | 2 | 101 | 103 | 103 | 0.8 | 1 | 0 | 5 | -1 | -5
O=C(COc1cc(=O)n2c(n1)SCCC2)c1ccccc1 | 3 | 0 | 97 | 102 | 101 | -0.1 | 0 | 1 | 1 | 0 | 0
COc1ccc(NC(=O)Cn2nnc(C(=O)NCCc3ccc(OC)c(OC)c3)c2N)c(OC)c1 | -3 | -1 | 105 | 102 | 102 | -0.2 | 2 | 1 | 0 | -1 | -1
CCn1c(SCC(=O)Nc2nnc(C)s2)nnc1-c1ccncc1 | -6 | -9 | · | · | · | 0.5 | -7 | 1 | 2 | -4 | -4

Source: PubChem
